mcGAS lum: inhibitors of mouse cGAS; Q8C6L5; recombinant cGAS, Kinase-Glo ATP depletion luminescence; inhibition, % at 12.5 µM; 160,000 tested, 0.15% active; AID 1259399;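 note: 0% = negative control wells and 100% = reference inhibitor with no enzyme activity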
hcGAS lum: inhibitors of human cGAS; recombinant h-cGAS, ATP depletion, Kinase-Glo luminescence; Q8N884; inhibition, % at 12.5 µM; 290,000 tested, 0.081% active; AID 1259398;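 note: 0% = vehicle reaction and 100% = reaction without DNA for no activity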
Target sequence (Q8N884 whole entry, looked up): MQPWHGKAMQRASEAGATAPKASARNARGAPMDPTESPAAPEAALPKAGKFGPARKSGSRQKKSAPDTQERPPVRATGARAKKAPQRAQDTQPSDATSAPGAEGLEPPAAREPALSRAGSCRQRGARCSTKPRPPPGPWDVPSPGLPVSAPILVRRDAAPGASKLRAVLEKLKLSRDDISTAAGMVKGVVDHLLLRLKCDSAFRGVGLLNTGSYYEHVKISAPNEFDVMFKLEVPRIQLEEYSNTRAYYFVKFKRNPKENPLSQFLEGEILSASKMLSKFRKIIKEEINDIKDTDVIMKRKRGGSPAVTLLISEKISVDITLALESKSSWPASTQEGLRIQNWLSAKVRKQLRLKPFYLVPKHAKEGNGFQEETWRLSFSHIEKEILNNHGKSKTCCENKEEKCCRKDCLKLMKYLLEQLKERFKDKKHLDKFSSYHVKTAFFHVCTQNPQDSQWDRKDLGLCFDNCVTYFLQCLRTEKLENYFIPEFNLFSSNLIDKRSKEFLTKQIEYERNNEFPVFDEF
NPYLR7 agonist: activates Aedes aegypti NPYLR7 receptor | HEK293T NPYLR7/Galpha15, GCaMP6s calcium fluorescence | activation, % at 10 µM | 270,000 tested, 0.15% active | AID 1259423; in the data active = activation above about 40%;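 note: 0% = vehicle and 100% = reference agonist at the receptor; some compounds past the cut are filed as inactive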
Numbers without * were called inactive; . = not tested or not shown; & = joins results of further samples. Cut-off read from the data, not from the text of the source, unless noted: active = inhibition above about 40%; inactive = the rest.

SMILES	mcGAS lum	hcGAS lum	NPYLR7 agonist
Cc1ccc(-c2csc(-n3[nH]c(C)c(N=Nc4ccccc4C(=O)O)c3=O)n2)cc1	0	3	-4
COc1ccc(-c2cc3c(=O)n(Cc4nc(-c5ccc(OC(C)C)cc5)oc4C)ccn3n2)cc1	-9	-8	4
CCN(CC)S(=O)(=O)c1c(C)nn(C(=O)CCc2ccccc2)c1C	.	-4	0
Clc1cccc(-c2nccn2-c2ccc(Oc3nn[nH]n3)cc2)c1	-20	-1	29
CCC1(c2ccc(F)cc2)NC(=O)N(CC(=O)N(C2CC2)C2CCS(=O)(=O)C2)C1=O (stereo not given)	.	0	-10
COc1cccc(Cc2nsc(Oc3ccc(C(=O)N4CCN(Cc5ccccc5)CC4)cc3OC)n2)c1	-5	-6	35
CC(=O)c1cc(C(N)=O)n(C)c1	.	-9	3
C=CCCC(=O)N1CCc2cc(OC)c(OC)cc2C1c1c(F)cccc1Cl (stereo not given)	-9	-6	-1
CCCCn1c(=NC(C)=O)c(C#N)cc2c(=O)n3cccc(C)c3nc21	-7	-9	16
CCCSCC(=O)Nc1cnc2n1CCCC2	-20	-4	2
O=C1NC(=O)C2C1C(c1ccccc1Cl)NN2Cc1ccccc1 (stereo not given)	-8	-7	-12
O=C(/C=C/c1nc2ccccc2s1)NC1CCC(O)CC1 (stereo not given)	.	-5	-3
OCCn1c(SCCOc2ccccc2)nc2ccccc21	-5	0	-16
CC(c1ccccc1)N(Cc1cccc(Oc2ccccc2)c1)Cc1nc(C(=O)NC2CC2)co1 (stereo not given)	-7	-7	20
CN(CCn1ccc2ccccc21)C(=O)c1ccc(=O)n(C)c1	.	-2	7
CCN(CC)C(=O)N1CCCC(C(=O)Nc2ccc(S(=O)(=O)C(F)F)cc2)C1 (stereo not given)	.	-9	12
CCOC(=O)c1c(C)[nH]c(C)c1C(=O)COC(=O)c1sc2nc(C)[nH]c(=O)c2c1C	-6	-6	1
CC1c2ccccc2CN1CC1=NCCN1 (stereo not given)	.	-2	-12
CC(=O)c1ccc(NC(=O)N(C)c2c(C)nc3ccc(C(=O)NC4CCN(Cc5ccccc5)CC4)cn23)cc1	-3	-5	20
CS(=O)(=O)c1ccc(Br)c(S(=O)(=O)OCC(F)(F)F)c1	.	-9	0
CC(C)c1nnc2sc(CC3C(=O)N(C)C(=O)N3C)nn12 (stereo not given)	-16	-5	.
CC1CCc2c(sc(NC(=O)c3ccn(C)n3)c2C(N)=O)C1 (stereo not given)	-5	3	7
CS(=O)(=O)c1cccc(NC(=O)CSCc2ccccc2)c1	.	1	-10
CN(C1CCCCC1)S(=O)(=O)c1ccc(C(=O)Nc2ncnc3sccc23)cc1	0	5	-7
CCN1CCN(c2cc(C(=O)NC3CC3)c3ccccc3n2)CC1	.	-17	9

An excerpt from above in order of SMILES length, descending:
SMILES	mcGAS lum	hcGAS lum	NPYLR7 agonist
CN(C1CCCCC1)S(=O)(=O)c1ccc(C(=O)Nc2ncnc3sccc23)cc1	0	5	-7
Clc1cccc(-c2nccn2-c2ccc(Oc3nn[nH]n3)cc2)c1	-20	-1	29
CC1CCc2c(sc(NC(=O)c3ccn(C)n3)c2C(N)=O)C1 (stereo not given)	-5	3	7
O=C1NC(=O)C2C1C(c1ccccc1Cl)NN2Cc1ccccc1 (stereo not given)	-8	-7	-12
OCCn1c(SCCOc2ccccc2)nc2ccccc21	-5	0	-16

Next section
SMILES	mcGAS lum	hcGAS lum	NPYLR7 agonist
Cc1ccsc1C(Cc1ccccc1)NC(=O)Cc1cnn(C)c1 (stereo not given)	.	-7	-4
CCC(CC)NC(=O)c1cc(Cl)ccc1[N+](=O)[O-]	.	-7	-5
CC(NC(=O)c1cccc(C#CC(C)(C)O)c1)C1=CCCCC1 (stereo not given)	-17	-7	10
CCC(COC)NC(=O)c1cncn1-c1cccc(-c2cccc(OC(F)(F)F)c2)c1 (stereo not given)	-7	-6	-6
NCCc1ccc(CN2C[C@@H]3C4CCC(CC4)[C@@H]3C2)cc1	-14	-5	10
CCOC(=O)c1nn(-c2ccc(C)cc2)c(=O)cc1N1CCN(c2ccc(OC)cc2)CC1	.	-2	9
O=C(CN1CCCOC1=O)NCC1(O)CCCCCC1	.	3	7
C=CC[C@@H]1CC=C[C@@H](C)N1Cc1nc(-c2ccc(C)o2)oc1C	1	2	10
Cc1cc(NC(=O)CN(C)Cc2ccccc2C)n(-c2ccccc2C)n1	.	-4	19
Cc1ccc(C(=O)N2CCN(Cc3ccc(-c4noc(-c5cccnc5)n4)cc3)CC2)c(Cl)n1	-9	-4	5
CC(C)(C)c1ccc(C=NOCc2ccc([N+](=O)[O-])cc2)cc1	.	-8	0
CC(C)(C)n1ncc2c(=O)[nH]c(N3CCC(C(=O)N4CCCCCC4)CC3)nc21	.	-4	-1
OCCC1CN(C2CCN(CCc3ccccc3)CC2)CCN1C1CCCC1 (stereo not given)	.	8	-7
COc1ccc(Cl)c2sc(N(Cc3cccnc3)C(=O)CCOc3ccccc3)nc12	.	2	7
Cc1cccc(=O)n1CCCNC(=O)c1cccc(CC2CCNCC2)c1	-10	-3	4
NC(=O)CN1C(=O)C2C3C=CC(C3)C2C1=O (stereo not given)	.	5	1
COC(=O)N1CCC(=NOCc2ccccc2)CC1	.	0	-2
Cc1ccc(NC(=O)Cn2ncn3nccc3c2=O)c2cccnc12	.	-11	-5
CCC(=O)N1CCC1(C)C(=O)Nc1cccc2c1CCCC2 (stereo not given)	-8	-16	4
C=CCCC(O)CN(CCC)CC(=O)N1CCc2sccc2C1COc1cccc(OC)c1 (stereo not given)	-7	-3	8
CC(C)NC(=O)NCCc1ccc(NS(=O)(=O)c2ccc3c(c2)CN(C(=O)C(F)(F)F)CC3)cc1	-3	-2	-4
CN(Cc1ccon1)C(=O)CC1C(=O)NCCN1Cc1cccc(F)c1F (stereo not given)	.	-9	-7
COc1ccc(C=Nc2cccc(-c3cnc[nH]3)c2)cc1	.	-4	-9
CCNC(=O)c1ccc(-c2ccc3ncccc3c2)nc1	-14	-6	2
CC(C)(C)c1nnc(CN2CCCC(c3ccn[nH]3)C2)o1 (stereo not given)	-5	-2	12

(continued)
SMILES	mcGAS lum	hcGAS lum	NPYLR7 agonist
CS(=O)(=O)N1CCC(C(=O)N2CCN(c3nc4ccccc4s3)CC2)CC1	.	-2	-2
Cc1ccc(S(=O)(=O)NCCc2nnc3ccc(NCc4ccc(Cl)cc4)nn23)cc1	-7	-5	1
O=C(NCCNCC(O)COc1ccc(O)cc1)N1CCOCC1 (stereo not given)	-5&-4	-9&8	-3&2
Cc1nc(N2CCCCC2C)c2c3c(sc2n1)CCC3 (stereo not given)	.	-6	-13
Cc1ccc2nc(N3CCCCC3)c(C=C3SC(=S)N(C4CCCCC4)C3=O)c(=O)n2c1	-5	-3	0
CCc1ccc(S(=O)(=O)N2CCN(c3ccc(-n4nc(C)cc4C)nn3)CC2)cc1	1	3	-6
Cc1nc2c(c(N(C)C)n1)CCN(C(=O)C(C)n1cc(Cl)cn1)C2 (stereo not given)	-14	-5	6
CC1CN(C(=O)c2ccco2)C(=Nc2cccc(S(=O)(=O)N(C)C)c2)S1 (stereo not given)	-15	-5	-4
C=CCNC(=O)C(C#N)=Cc1cccc(Br)c1	.	-12	-1
CCOc1ccccc1CN(C(=O)c1cccnc1NC)C1CC1	.	0	7
CC(c1ccc(F)cc1)n1ccc2c(cnc3ncnn32)c1=O (stereo not given)	.	0	-4
O=C1c2ccccc2C(=O)c2c1c(Cl)c1ccccc1c2Cl	-4	-3	5
CCN(CC)c1ccc(CN(C(=O)COC)C2CC2)c(OS(=O)(=O)c2ccc(NC(C)=O)cc2)c1	-4	-3	19
CCOc1ccc(OCCNC(=O)CCl)cc1	.	-1	-11
Cc1cccn2c(=O)c(-c3nn[nH]n3)cnc12	-6	3	6
C=CCNS(=O)(=O)c1ccc2c(c1)NC(=O)CO2	.	-2	-2
COCC(C)(NC(=O)c1nn(-c2ccccc2C)c2c1CCC2)C(F)(F)F (stereo not given)	-15	-10	-2
Cc1cc(C)nc(N=Cc2c(O)c3ccccc3oc2=O)n1	.	-7	-6
CCOCCOc1nc(-c2ccc(C)cc2)n(-c2ccc(NC(=O)Nc3ccc(OC)cc3)cc2)n1	-4	-14	19
Cc1cc(C)n(-c2cccc(CNC3COc4ccccc4C3)c2)n1 (stereo not given)	.	-10	3
Cc1cc(=O)c(C(=O)N(C)CC(=O)Nc2ccc(Cl)c(Cl)c2)nn1-c1ccc(Cl)cc1	.	-4	-3
CCOC(=O)C1(CCOc2ccccc2)CCN(C(=O)C2=CCCCC2)CC1	.	-9	6
CCC(C(=O)Nc1ccc(N2CCN(c3ccccc3OC)CC2)c(C(=O)N2CCCCC2)c1)c1ccccc1 (stereo not given)	-4	-2	16
O=C(C(=Cc1ccccc1)c1ccccc1)N1CCc2ccccc2C1	-5	-6	-6
CCOC(=O)[C@@H]1[C@@H](OC)C(=O)N(C(C)C)C12CCN(C(=O)c1ccco1)CC2	-5	-5	25

Carrying on:
SMILES	mcGAS lum	hcGAS lum	NPYLR7 agonist
O=C(CSc1ccc(C(F)(F)F)cn1)N(CCCO)CC1CC1(c1ccccc1)c1ccccc1 (stereo not given)	-4	-5	-21
O=C(O)c1cc(-c2ccco2)nn1-c1ccccc1Cl	.	-8	12
Cc1csc(SCc2cc(=O)c(OC(=O)c3ccc(S(=O)(=O)N4CCCC4)cc3)co2)n1	-8	-7	-3
CC(C)OC(=O)c1ccc(COc2ccc(C(C)(C)C)cc2)o1	.	1	6
COc1ccc(N2C(=O)C3N=NN(Cc4ccccc4)C3C2=O)cc1Cl (stereo not given)	27	-2	2
C[n+]1cn(Cc2ccc(C#N)cc2)c2ccccc21	.	-5	1
COc1ccc(NC(=O)N2CCc3cc(OC)c(OC)cc3C2c2ccccc2)c(OC)c1 (stereo not given)	-7	-5	17
Cc1cccnc1C(NC(=O)C1CCN(Cc2cccs2)CC1)c1ccccc1 (stereo not given)	-2	-3	11
CC(C)n1cc(C(=O)N2CCN(C(=O)COc3ccccc3)CC2)c2nn(-c3ccccc3)c(=O)c-2c1	0	0	-4
Cc1cc(C)nc(N2CC(n3nc(C)cc3C)C2)n1	-16	-2	7
CCCCCCCn1c(=O)c2c(nc3n2CCN3c2ccc(F)cc2)n(C)c1=O	-6	-5	1
COc1ccc2cc(C(=O)NCC3CC3)c(C)nc2c1	.	-15	12
CCCCc1ccc(C(=O)N2CCCC2C(=O)Nc2nnc(-c3ccc(Cl)cc3)s2)cc1 (stereo not given)	-4	-9	28
COC(=O)C1C(=O)c2c([nH]c(C(=O)OC3CCCC3C)c2C)CC1C (stereo not given)	.	-8	11
N#Cc1cc2c(=O)n3ccccc3nc2n(Cc2ccccn2)c1=N	.	7	-8
Cc1cc(Cl)ccc1N1CCN(C(=O)C2CCCC2)C(C)C1=O (stereo not given)	-4	-1	1
Cc1ccc(CNC(=O)c2ccn(C)c(=O)c2)cc1F	.	1	-1
COc1ccccc1N(C)C(=O)c1cc2c(s1)CCC2	-16	-5	15
CC(C)(CN1CCC(c2ccnc(-c3ccncc3)c2)C1)N1CCOCC1 (stereo not given)	-19	0	30
N#Cc1cccc(NC(=O)CC2CCN(Cc3ccccc3)C2)c1 (stereo not given)	-7	-12	10
O=C1CN(Cc2ccccc2)C2(CCN(Cc3ccccn3)CC2)N1	.	-8	-15
CCN(CC)CCCn1c2c(c(SCC(=O)Nc3ccc([N+](=O)[O-])cc3)nc1=O)CCC2	-6	-8	-4
CCCC1NC(=O)N(Cc2nsc(N(C)C)n2)C1=O (stereo not given)	.	3	6
CCCCN(CC(=O)N1c2ccccc2-n2cccc2C1c1ccc(Cl)cc1)C(=O)c1ccccc1OC (stereo not given)	-6	-3	-2
O=c1ccc(-c2cccs2)nn1CCNS(=O)(=O)Cc1ccccc1	-7	-4	5

Remaining list, next part.
SMILES	mcGAS lum	hcGAS lum	NPYLR7 agonist
N#Cc1c(NC(=O)CN2CCN(Cc3cc(=O)n4ccsc4n3)CC2)sc2c1CCC2	.	-5	3
Cc1ccc(O)c(CN(Cc2ccc(F)cc2)CC2CCCO2)n1 (stereo not given)	.	-1	0
CN(C)c1ccc(NC(=O)c2ccco2)cc1CN(CC1CCCO1)C(=O)c1ccccc1Cl (stereo not given)	-5	-10	29
Cc1ccc(C(=O)COc2ccccc2C(=O)Nc2ccccc2)cc1	.	-2	-6
COc1ccc(C(=O)N2CCN(C(C(=O)Nc3cccc(Cl)c3)C3CCCC3)CC2)cc1 (stereo not given)	-5	-2	-2
CCOC(=O)c1cc(-c2ccc(N3CCN(C(=O)c4cccc(C#N)c4)CC3)cc2)n(-c2ccccc2Cl)n1	1	4	-3
Cc1cc(OC(=O)CCc2ccccc2)c([N+](=O)[O-])c(=O)[nH]1	-6	-9	-6
CCc1nc(-c2ccccc2)nc(N2CCN(C(=O)C3CCC3)CC2)c1Cc1ccccc1F	-7	-4	8
CC(C)OCCS(=O)(=O)N(C)Cc1ccc(C#N)cc1	.	-6	2
COCCc1noc(C2CCCN2CC(=O)N2CCCc3cc(C)ccc32)n1 (stereo not given)	-6	-2	1

4 of the compounds above, field by field.
> CCOC(=O)c1cc(-c2ccc(N3CCN(C(=O)c4cccc(C#N)c4)CC3)cc2)n(-c2ccccc2Cl)n1
- mcGAS lum: 1
- hcGAS lum: 4
- NPYLR7 agonist: -3
> Cc1cc(OC(=O)CCc2ccccc2)c([N+](=O)[O-])c(=O)[nH]1
- mcGAS lum: -6
- hcGAS lum: -9
- NPYLR7 agonist: -6
> CCc1nc(-c2ccccc2)nc(N2CCN(C(=O)C3CCC3)CC2)c1Cc1ccccc1F
- mcGAS lum: -7
- hcGAS lum: -4
- NPYLR7 agonist: 8
> CC(C)OCCS(=O)(=O)N(C)Cc1ccc(C#N)cc1
- mcGAS lum: .
- hcGAS lum: -6
- NPYLR7 agonist: 2

Assay outcomes as filed in PubChem.
